# STEP block: STEP phosphatase inhibitors, primary screen, biochemical, fluorescence intensity, uHTS; recombinant STEP, OMFP fluorogenic substrate; 0.25% of 360,000 active; AID 588621, 2011; inhibition, % at 20 µM;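 active means inhibition at 20 µM, scaled per plate between control wells, above about 37%, limit read from the data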;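 further: 0% = DMSO with enzyme and substrate and 100% = substrate only without enzyme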
# Target sequence (P54829 whole entry, looked up): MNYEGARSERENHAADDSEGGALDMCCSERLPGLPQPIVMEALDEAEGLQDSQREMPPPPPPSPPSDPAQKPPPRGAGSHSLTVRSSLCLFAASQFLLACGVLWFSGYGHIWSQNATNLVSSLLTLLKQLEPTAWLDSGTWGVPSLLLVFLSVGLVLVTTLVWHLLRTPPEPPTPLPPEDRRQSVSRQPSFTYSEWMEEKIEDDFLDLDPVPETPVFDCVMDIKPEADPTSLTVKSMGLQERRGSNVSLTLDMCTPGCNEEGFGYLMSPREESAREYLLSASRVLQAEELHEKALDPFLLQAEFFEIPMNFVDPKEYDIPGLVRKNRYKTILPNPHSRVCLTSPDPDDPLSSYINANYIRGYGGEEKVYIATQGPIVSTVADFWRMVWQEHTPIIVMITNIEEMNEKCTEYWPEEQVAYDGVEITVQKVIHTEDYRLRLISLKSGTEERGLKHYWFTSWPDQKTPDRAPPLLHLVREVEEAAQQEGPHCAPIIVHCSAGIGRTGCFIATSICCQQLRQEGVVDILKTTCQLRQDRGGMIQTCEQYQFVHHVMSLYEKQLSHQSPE
#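 System: STEP (striatal-enriched tyrosine phosphatase) enzyme, cell-free; medium: Bis-Tris pH 6.0 buffer with DTT, detergent; dosing: 20 µM, 1% DMSO; times: reaction 20 min, ambient temperature; detection: fluorescence, 480/540 nm; read-out basis: normalized % inhibition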
# NadD inh: inhibitors of S. aureus NadD, primary screen, biochemical, colorimetric, uHTS | Nicotinate-nucleotide adenylyltransferase NadD (Staphylococcus aureus N315) | purified NadD enzyme, colorimetric absorbance read-out | inhibition, % at 20 µM | 0.78% of 360,000 active; in the data active means inhibition above about 26%; further: some compounds past the cut are filed as inactive
# Rpn11 inh: Rpn11 (PSMD14) deubiquitinase inhibitors, primary screen, biochemical, fluorescence polarization, uHTS; 26S proteasome non-ATPase regulatory subunit 14 (Homo sapiens), O00487; human 26S proteasome, Ub4-pepOG fluorescence polarization; 20S core pre-blocked with epoxomicin; calls only at 20 µM; 0.59% of 360,000 active; AID 588493, 2011;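 active means inhibition at 20 µM, scaled to each plate's controls, above about 33%, limit read from the data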
# Target sequence (O00487 whole entry, looked up): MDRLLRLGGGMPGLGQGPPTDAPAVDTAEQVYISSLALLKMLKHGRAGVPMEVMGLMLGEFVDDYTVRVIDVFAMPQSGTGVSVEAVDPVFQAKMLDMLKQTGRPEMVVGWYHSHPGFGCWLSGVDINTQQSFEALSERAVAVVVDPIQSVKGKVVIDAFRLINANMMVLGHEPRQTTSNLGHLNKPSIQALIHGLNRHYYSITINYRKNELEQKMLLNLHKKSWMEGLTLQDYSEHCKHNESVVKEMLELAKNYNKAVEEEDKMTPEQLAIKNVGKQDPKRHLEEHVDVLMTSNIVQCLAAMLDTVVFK
# Rin1 Abl inh: inhibitors of Rin1-Abl protein binding, primary screen, biochemical, TR-FRET | Tyrosine-protein kinase ABL1 (Homo sapiens) + Ras and Rab interactor 1 (Homo sapiens), … | inhibition, % at 7.35 µM | 0.4% of 360,000 active; in the data active means inhibition above about 5%, passing the limit was not always enough
# Neddyl block: inhibitors of cullin neddylation, primary screen, biochemical, TR-FRET, uHTS, NAE and Ubc12; NEDD8-conjugating enzyme Ubc12 (Homo sapiens) + NEDD8-activating enzyme E1 regulatory …; calls only at 25 µM; 0.58% of 360,000 active; AID 651699, 2012; in the data active means inhibition above about 36%
# LMPTP inh: LMPTP phosphatase inhibitors, primary screen, biochemical, fluorescence intensity, uHTS | Low molecular weight phosphotyrosine protein phosphatase (Homo sapiens), P24666 | recombinant LMPTP-A, OMFP fluorogenic substrate | inhibition, % at 20 µM | 0.22% of 360,000 active | AID 651560, 2012;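 active means compounds that cut the enzyme signal by at least half of the control window in the single-dose screen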;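 further: plate controls were DMSO wells with enzyme plus substrate for no effect and substrate without enzyme for full effect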
# Target sequence (P24666 whole entry, looked up): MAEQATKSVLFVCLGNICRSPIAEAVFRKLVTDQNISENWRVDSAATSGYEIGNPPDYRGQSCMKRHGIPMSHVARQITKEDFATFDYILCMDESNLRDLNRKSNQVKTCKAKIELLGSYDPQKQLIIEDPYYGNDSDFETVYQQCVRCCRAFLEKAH
#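 Material: LMPTP-A; amount: 0.625 nM enzyme; doses: single 20 µM dose; times: reaction 50 min, room temperature, dark; technique: fluorescence intensity of OMFP turnover product; benchmarks: no-enzyme and uninhibited controls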
# Scp-1 inhibitor: Scp-1 phosphatase inhibitors, primary screen, biochemical, colorimetric, uHTS | 0.88% of 340,000 active | Recombinant Scp1, phosphopeptide, malachite green phosphate absorbance | inhibition, % at 20 µM;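 active means inhibition above about 50% at 20 µM, limit read from the data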;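 further: plate controls were DMSO wells with enzyme for no effect and wells lacking enzyme for full effect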
#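 Test system: SCP-1 catalytic domain; Buffer or medium: Acidic Tris acetate buffer with magnesium and detergent; Also added: Phosphorylated 17-residue peptide substrate; Compound: single 20 µM dose, 1% DMSO; Schedule: enzyme reaction 45 min at room temperature, colour 5 min, stabilisation 30 min; Signal: Phosphate-binding colour reagent, absorbance read at 630 nm.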
# DNMT1 block: human DNMT1 methyltransferase inhibitors, primary screen, biochemical, molecular beacon, fluorescence, HinP1I cleavage, uHTS | 0.83% of 360,000 active | inhibition (reported as % activation of signal), % at 10 µM; in the data active means inhibition above about 50%
# CSN deneddyl inh: inhibitors of CSN-mediated cullin deneddylation, primary screen, biochemical, fluorescence polarization, uHTS. COP9 signalosome complex subunit 5 (Homo sapiens), Q92905. Purified CSN, SCF-Nedd8-OG deneddylation. inhibition, % at 12.5 µM. 0.38% of 360,000 active. AID 651999, 2013;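 active means pattern-corrected inhibition above about 35%, with an unprinted fluorescence ratio check between 0.5 and 1.5, limit read from the data, passing the limit was not always enough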;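 further: 0% = enzyme with substrate and 100% = substrate without enzyme; some results filed as inactive read as strong as hits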
#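 assay system = purified human Csn5 enzyme expressed in HEK293T cells | amount = 0.24 nM enzyme | buffer or medium = Tris/NaCl/DTT buffer, pH 7.5 | reagent = 10 nM SCFSkp2-Nedd8OG | compound = one concentration, 12.5 µM, 0.25% DMSO | times = 90 min reaction at room temperature | signal = FP | read-out basis = % inhibition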
# SUMO1-SIM PPI: modulators of SUMO1 protein-protein interactions, primary screen, biochemical, uHTS; Small ubiquitin-related modifier 1 (Homo sapiens), P63165; SUMO1 binding to a labelled peptide, TR-FRET, 1 h; inhibition, % at 20 µM; 0.33% of 360,000 active; AID 602429, 2012; in the data active means inhibition above about 37%
# Starred values were filed as active, the others as inactive; i = inactive; · = no result given; + = active, no number. Compounds were not picked by outcome; overall some 3.8% were active at least once.
SMILES,STEP block,NadD inh,Rpn11 inh,Rin1 Abl inh,Neddyl block,LMPTP inh,Scp-1 inhibitor,DNMT1 block,CSN deneddyl inh,SUMO1-SIM PPI
C[C@@H]1CN([C@@H](C)CO)S(=O)(=O)c2ccc(C#Cc3cccc(F)c3)cc2O[C@H]1CN(C)S(=O)(=O)c1cn(C)cn1,-1,-8,i,-4,i,-1.1,·,-7,1,5
CC(CN1CCOCC1)OC(=O)C(C)(c1ccccc1)c1ccccc1 (stereo not drawn),-6,-1,i,2,i,-1.0,-2,0,-1,-1
O=C(Nc1ccccc1C(F)(F)F)C1CCN(C(=O)c2cccs2)CC1,1,-2,i,3,i,-1.4,-6,-1,-3,2
CC(C)c1ccc(NC(=O)COC(=O)c2nn(C)c(=O)c3ccccc23)cc1,1,-5,i,2,i,1.7,-2,1,5,-8
CCCC12C(=O)C(C)(C(c3ccccc3)=C1c1ccccc1)C1C(=O)N(c3ccc(C)cc3)C(=O)C12 (stereo not drawn),0,15,i,-5,i,0.7,-11,0,-7,1
COc1cc(/C=N/NC(=O)c2ccc(CN3C(=O)c4cccc5cccc3c45)cc2)cc(OC)c1O,3,17,i,-1,+,2.4,-4,-6,4,-3
CN(C)S(=O)(=O)c1cccc(-c2nnc3n2CCCCC3)c1,19,-3,i,1,i,-1.0,0,2,-4,0
CCc1ccc(C2C(=O)c3ccccc3C2=O)cc1,1,2,i,0,i,1.6,-7,-7,3,-7
Cc1ccc(Nc2nnc(SCC(=O)c3ccc(O)cc3O)s2)cc1,-3,-2,i,0,i,0.6,6,-12,9,8
Cn1ccnc1CC(C)(O)c1ccccc1 (stereo not drawn),0,1,i,3,i,-1.1,·,11,6,5
Cc1ccc(S(=O)(=O)N2CCCCC2)cc1NC(=O)CSc1nncn1-c1ccccc1,-2,4,i,5,i,-0.9,7,0,5,6
CC(C)(C)OC(=O)NCCCCCNC(=O)c1[nH]cnc1C(=O)Nc1ccon1,-2,-2,i,6,i,-0.3,1,7,-1,7
NC(=O)/C(=C\c1ccco1)NC(=O)c1ccco1,0,-1,i,-1,i,-1.0,·,0,-1,-1
Cc1cc(C(=O)CSc2nnc(N)s2)c(C)n1C1CC1,-2,2,i,-3,i,-0.3,-1,-2,3,4
CCOc1ccc(NC(=O)Cc2ccccc2)c([N+](=O)[O-])c1,0,-3,i,0,i,0.3,-7,-2,-3,-21
COc1ccc(NC(=O)C(Cc2ccccc2)NC(=O)c2ccco2)cc1OC (stereo not drawn),2,-5,i,-1,i,-1.2,-13,2,0,-4
NC(=O)c1ccc(NCC2CCCO2)c([N+](=O)[O-])c1 (stereo not drawn),-1,0,i,-3,i,0.6,4,-4,4,-25
Cc1ccc(C2=NOC(=O)/C2=C\c2ccccc2)cc1,2,2,i,0,i,0.8,-23,0,3,2
Cc1onc(-c2ccccc2)c1C(=O)OCCOc1ccccc1F,2,-1,i,0,i,1.6,-15,-1,-4,6
CCn1cc(/C=C2/SC(=S)NC2=O)c(C)n1,3,0,i,-1,i,-0.6,3,2,2,-16
CCN(CC)S(=O)(=O)c1ccc(NC2CCN(Cc3ccccc3)CC2)nc1,-2,-3,i,1,i,-0.4,-6,-1,4,1
Cc1ccc([N+](=O)[O-])cc1NC(=O)C1CCCC1,-1,5,i,2,i,-1.8,-6,-5,-1,-9
CN1CCN(c2ccc(NC(=O)c3ccc4c(c3)OCCO4)cc2Cl)CC1,1,-6,i,1,i,1.7,1,3,8,0
CC(=O)N1CCc2cc(S(=O)(=O)NCCC(=O)NCCc3ccc(C)cc3)ccc21,-1,1,i,0,i,-1.3,-5,-1,-1,-1
Cc1ccc(CN2C(=O)C(=O)N(CC(N)=O)C2=O)cc1,-4,-8,i,-1,i,-0.6,-2,0,-1,-4

# An excerpt from above, reduced to LMPTP inh.
SMILES	LMPTP inh
COc1ccc(NC(=O)C(Cc2ccccc2)NC(=O)c2ccco2)cc1OC (stereo not drawn)	-1.2
Cc1onc(-c2ccccc2)c1C(=O)OCCOc1ccccc1F	1.6
CN(C)S(=O)(=O)c1cccc(-c2nnc3n2CCCCC3)c1	-1.0
CN1CCN(c2ccc(NC(=O)c3ccc4c(c3)OCCO4)cc2Cl)CC1	1.7
Cc1ccc(CN2C(=O)C(=O)N(CC(N)=O)C2=O)cc1	-0.6

# The listing continues.
SMILES,STEP block,NadD inh,Rpn11 inh,Rin1 Abl inh,Neddyl block,LMPTP inh,Scp-1 inhibitor,DNMT1 block,CSN deneddyl inh,SUMO1-SIM PPI
Cc1ccc(NC(=O)N2C3CCCC2CC(NC(=O)C2CC2)C3)cc1 (stereo not drawn),-2,-6,i,3,i,-0.2,-9,-1,1,10
CC(C)C(=O)Nc1cccc(C(=O)Nc2ccc(S(=O)(=O)N3CCOCC3)cc2)c1,-1,-5,i,-2,i,0.7,-10,-2,-4,1
Cc1cc2nc(/C=C/c3cccnc3)[nH]c2cc1C,0,-1,i,0,i,1.3,-5,-4,1,-17
Cc1nn(C)c(=O)n1-c1ccc(OCc2ccccc2)cc1,0,3,i,-7,i,0.0,-10,-1,-1,1
COc1ccccc1CNC(=O)Cn1cc([N+](=O)[O-])ccc1=O,-1,4,i,-5,i,-0.6,-2,0,1,-15
COc1ccc(Nc2nc(-c3cccs3)nc3ccccc23)cc1S(=O)(=O)N1CCOCC1,-3,0,i,-4,i,12,4,-2,-3,-7
CCN(c1ccccc1)S(=O)(=O)c1ccc(C(=O)NCCCn2ccnc2)cc1,1,2,i,-2,i,-0.4,1,-3,-4,-2
O=[N+]([O-])c1ccc(Sc2ccccc2)nc1,-2,-9,i,-1,i,-1.5,-5,2,2,-21
CC1CN(C(=O)Nc2ccc(Br)cc2Cl)CC(C)O1 (stereo not drawn),-1,-8,i,3,i,-0.1,-4,-1,10,2
COc1ccc(N2CCN(C(=O)Cn3cnc4c3c(=O)n(C)c(=O)n4C)CC2)cc1,2,2,i,-1,i,3.2,-5,-1,-2,4
Cc1ccc(C)c(NC(=O)NCCN2CCCCC2)c1,-7,-7,i,1,i,-0.7,0,2,0,3
COc1cc(/C=N/NC(=O)c2cccc(S(=O)(=O)N3CCCC3)c2)cc(OC)c1O,1,-1,i,1,i,2.0,-1,1,-3,-8
COc1ccc(/C(C)=N/Nc2cccc(C(=O)O)c2)cc1OC,-1,-3,i,3,i,0.5,15,1,5,9
Nc1ccc(Sc2ccccc2)nc1,2,-3,i,-1,i,-0.9,-18,2,-2,7
Cc1onc(-c2ccccc2)c1C(=O)Nc1nnc(N2CCCCCC2)s1,-2,-3,i,-3,i,-1.3,-12,15,-2,9
COC(=O)C[C@@H]1CC[C@@H](NS(=O)(=O)c2cccc(OC)c2)[C@@H](CO)O1,·,·,·,·,i,-1.6,·,·,-2,-6
O=C(NC1CCCCC1)c1cc(S(=O)(=O)N2CCCC2)ccc1Cl,2,-5,i,-1,i,-0.7,-10,2,-3,-1
CC1C/C(=C/c2cccn2C)C(=O)/C(=C/c2cccn2C)C1 (stereo not drawn),-49,1,·,1,i,6.4,-10,-11,-67,-40
CCOc1ccc(NC(=O)CSc2nnc(Cc3ccccc3)c(=O)n2N)cc1,0,1,i,-2,i,0.3,0,-1,-2,-2
Cc1ccc(C(=O)C(c2ccccc2)N2Cc3ccccc3C2=N)cc1 (stereo not drawn),0,3,i,-4,i,13,11,-5,-3,-1
O=C(NCc1cccc(C(F)(F)F)c1)c1cccc(S(=O)(=O)N2CCN(Cc3ccccc3)CC2)c1,0,-9,i,4,i,4.0,-3,-4,0,5
COc1ccc(O)c(CN2CCC(n3nccc3NC(=O)CCOc3ccccc3)CC2)c1,-1,-8,i,2,i,-2.8,4,-1,0,1
COc1ccc(CN2C(=O)C(CC(=O)NCCN3CCOCC3)CC(C(=O)N3CCOCC3)=C2C)cc1 (stereo not drawn),2,4,i,4,i,-1.8,·,8,-2,6
COCC(COS(N)(=O)=O)Cc1ccccc1 (stereo not drawn),2,-1,i,0,i,-0.3,-14,4,-4,2
CCOc1ccc(NC(=O)CN(C)C(=O)c2sc3ccccc3c2Cl)cc1OCC,-1,-7,i,-2,i,1.6,-12,0,2,-1

# (continued)
SMILES,STEP block,NadD inh,Rpn11 inh,Rin1 Abl inh,Neddyl block,LMPTP inh,Scp-1 inhibitor,DNMT1 block,CSN deneddyl inh,SUMO1-SIM PPI
Cc1cc(C)nc(Nc2ccccc2Cl)n1,-2,4,i,-3,i,-1.0,0,-1,4,-1
CCOC(=O)c1ccc(NC(=O)[C@@H]2CCC(=O)N2C2OC(=O)c3c2ccc(OC)c3OC)cc1 (stereo partly drawn),1,-2,i,-2,i,-1.8,·,3,-2,2
Cc1noc(C)c1COC(=O)c1ccc(S(=O)(=O)NCc2ccco2)cc1,-2,-1,i,-2,i,0.6,12,0,2,2
CCOC(=O)CSCc1csc(CC(=O)Nc2ccccc2C)n1,0,1,i,2,i,0.0,-4,-4,3,-2
Cc1noc(C)c1C(=O)N1CCOCC1,-4,0,i,-1,i,-1.2,2,6,-3,5
COC(=O)c1ccccc1NC(=O)CN(C)S(=O)(=O)c1cc(C)ccc1OC,1,-4,i,1,i,0.0,-1,1,0,2
CCOC(=O)c1cc(-c2ccccc2)sc1NC(=O)COC(=O)c1cccc(S(N)(=O)=O)c1,1,30,i,3,i,10,1,22,-2,3
CC(NC1CCCC1)C(=O)Nc1ccccc1-c1ccccc1 (stereo not drawn),-1,-2,i,2,i,-1.3,-1,-1,5,3
Cc1ccc2cccc(OCC(=O)N3CCc4ccccc43)c2n1,-2,2,i,1,i,-0.7,-5,0,6,-2
Cc1c(N(C)C(=O)C2CCCN2S(=O)(=O)c2ccccc2)c(=O)n(-c2ccccc2)n1C (stereo not drawn),-2,2,i,1,i,-0.7,-3,3,3,0
CCOc1ccc(C(=O)NCCC2=CCCCC2)cc1OCC,-2,0,i,-1,i,0.0,-3,-2,-3,0

# Screens: PubChem BioAssay, several laboratories
